PKA inh: PKA (human) kinase inhibition. P17612. PKA Kemptide phosphorylation, Kinase-Glo ATP luminescence. inhibition, % at 6 µM. 65,000 compounds, 0.1% hits. AID 524;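 active = inhibition above the screen-wide mean inhibition plus 3 SD, cut at about 21% in these data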; note: many of its hits are not listed in these tables
C1s inh: human complement C1s inhibition; purified C1s, fluorogenic AMC substrate, pooled mixtures; 62,000 compounds, 0.16% hits; mean inhibition % of two 10-compound mixtures (active compounds read high), % at 5 µM (by protocol);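 active = inhibition above 20% in each of the two 10-compound mixture wells holding the compound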;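 note: 0% = enzyme wells lacking compound mixture and 100% = no-enzyme blank wells; some compounds called inactive have numbers as strong as hits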
CatB mixtures: human cathepsin B inhibition by mixtures; 62,000 compounds, 0.06% hits; AID 488; Purified cathepsin B, AMC dipeptide fluorescence, compound mixtures; inhibition, %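 (ten-compound pools at 5 µM per compound and 50 µM total)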; in the data active = inhibition above about 22%, passing the limit was not always enough;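 note: 0% = enzyme without compound and 100% = no enzyme blank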
Her2 expr inh: inhibitors of human Her2 kinase expression; HER2 level % of control, % at 10 µM; AID 645; 65,000 compounds, 0.69% hits; SKBR-3 HER2 protein level, AlphaScreen, 18-24 h; active compounds read low; P04626;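 active = HER2 level under 5% of the carrier-only control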;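 note: 100% = DMSO carrier and 0% = 500 nM PU-H71 HSP90 inhibitor; lower value means stronger loss of Her2 protein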
Cathepsin G inh: blocks human cathepsin G enzyme activity. P08311. purified enzyme, AMC-tetrapeptide fluorescence, pooled mixtures. inhibition, % at 5 µM (by protocol). 62,000 compounds, 0.2% hits;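 active = inhibition above 20% in each of the two mixture wells holding the compound; inactive = inhibition of 20% or less in either well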;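 note: 0% = enzyme control without mixture and 100% = blank lacking enzyme; strong numbers were not always called active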
Target sequence (P08311 21-244 limits assumed): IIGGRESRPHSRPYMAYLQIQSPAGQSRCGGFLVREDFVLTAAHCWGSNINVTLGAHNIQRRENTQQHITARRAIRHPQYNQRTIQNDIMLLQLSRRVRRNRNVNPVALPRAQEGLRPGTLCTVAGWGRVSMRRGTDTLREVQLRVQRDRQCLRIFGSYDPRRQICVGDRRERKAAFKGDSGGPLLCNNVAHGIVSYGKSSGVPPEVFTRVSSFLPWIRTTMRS
CatB inh: inhibitors of human cathepsin B; purified cathepsin B, fluorogenic substrate, fluorescence; inhibition, %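 (tested at 10 µM)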; 63,000 compounds, 0.1% hits; P07858; AID 453; in the data active = inhibition above about 21%;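 note: 0% = enzyme with no compound and 100% = no enzyme blank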
ROCK2 inh: inhibitors of human Rho kinase 2; O75116; purified ROCK2, Kinase-Glo ATP depletion luminescence; inhibition, % at 6 µM; 60,000 compounds, 0.35% hits; AID 604;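 active = inhibition above the screen-wide mean inhibition plus 3 SD, cut at about 18% in these data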;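 note: plate controls were DMSO wells for no effect and Y-27632 control wells after no-enzyme background subtraction for full effect; many of its hits are not listed in these tables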
CatL inh: blocks human cathepsin L protease activity | purified cathepsin L, fluorogenic substrate, fluorescence | AID 460 | inhibition, %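 (tested at 10 µM)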 | P07711 | 58,000 compounds, 0.17% hits; in the data active = inhibition above about 45%;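 note: 0% = enzyme with no compound and 100% = no enzyme blank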
Target sequence (P07711 114-288 limits assumed): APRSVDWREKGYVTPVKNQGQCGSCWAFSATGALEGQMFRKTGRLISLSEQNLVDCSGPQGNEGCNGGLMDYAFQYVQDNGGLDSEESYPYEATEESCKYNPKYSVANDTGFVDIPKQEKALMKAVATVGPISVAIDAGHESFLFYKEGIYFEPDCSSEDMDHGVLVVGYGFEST
Target sequence (P07711 292-333 limits assumed): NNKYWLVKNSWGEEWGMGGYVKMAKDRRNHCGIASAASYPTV
CatS block: human cathepsin S inhibition | P25774 | recombinant cathepsin S, AMC dipeptide fluorescence, pooled mixtures | inhibition, %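 (tested at 5 µM per compound within 10-compound mixtures)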 | 62,000 compounds, 0.06% hits | AID 501; in the data active = inhibition above about 32%, passing the limit was not always enough;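 note: 0% = enzyme without compound and 100% = blank without enzyme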
Target sequence (P25774 115-331 limits assumed): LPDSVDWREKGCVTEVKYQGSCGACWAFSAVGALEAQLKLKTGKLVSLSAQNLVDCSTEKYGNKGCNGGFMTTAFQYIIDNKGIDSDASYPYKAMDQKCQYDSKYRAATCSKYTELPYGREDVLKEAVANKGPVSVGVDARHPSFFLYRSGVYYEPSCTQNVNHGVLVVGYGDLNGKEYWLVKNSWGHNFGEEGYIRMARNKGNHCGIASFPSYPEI
Numbers without * were called inactive; x = no result given. Some of the compounds tested. The share of hits here may be higher or lower than overall.

PKA inh,C1s inh,CatB mixtures,Her2 expr inh,Cathepsin G inh,CatB inh,ROCK2 inh,CatL inh,compound,CatS block
8,-8,2,79,-6,2,5,2,CCOC(=O)c1cc2cc(F)ccc2nc1C,2
8,-21,1,137,-4,0,4,-83,CCOC(=O)N1CCC2(CC1)CC(=O)c1c(ccc3oc(C(=O)O)c(C)c13)O2,-1
6,x,x,145,x,4,-6,15,COc1cc(-c2nn3c(COc4ccccc4)nnc3s2)cc(OC)c1OC,x
7,-24,-1,102,3,2,5,-7,Cc1ccc(S(=O)(=O)c2nc(S(C)(=O)=O)sc2NCC2CCCO2)cc1 (stereo not given),-16
-1,12,3,92,12,3,2,-6,O=C(CSc1nnc(COc2ccc3c(c2)CCCC3)o1)Nc1ccc(F)cc1,-4
16,4,2,91,9,3,23*,-2,COc1ccc2[nH]c(=O)c3c(c2c1)OC(C)(C)C=C3,-12
-1,-5,2,99,-2,3,3,x,CCOC(=O)CSc1nc(-c2cccs2)nc2c1c(=O)n(C)c(=O)n2C,39
2,8,-2,76,5,1,2,10,O=C(Nc1nc2nc(-c3ccccc3)cc(-c3ccccc3)n2n1)c1ccco1,9
10,-29,1,80,-11,8,6,-3,COc1cccc(C(=O)N(Cc2nc(-c3cccc(C)c3)no2)C(C)C)c1OC,6
0,0,-3,62,8,2,-12,8,CC1(C(=O)CSc2ncn[nH]2)CCC(=O)O1 (stereo not given),2
-3,24,5,109,23,-1,x,x,CN(CCCNC(=O)CN1C(=O)CC(C)(C)S(=O)(=O)c2ccccc21)C1CCCCC1,0
-7,-4,-2,115,-3,-1,2,-4,Cc1nnc(SCCn2c(N3CCN(c4ccccc4)CC3)nc3c2c(=O)n(C)c(=O)n3C)s1,2
8,18,-2,131,-1,1,2,-9,CCc1cc(C=NC2CCCCC2)c(O)s1,-4
7,-17,3,106,2,1,7,10,CCCCOC(=O)Nc1ccc(C(=O)OC)cc1,3
-4,5,10,87,6,2,2,-5,O=C(Nc1ccc2nc(-c3cccs3)[nH]c2c1)c1ccco1,-3
13,-27,-3,101,-2,-4,7,x,CCN1C(=O)c2cccc3c(S(=O)(=O)NCCCN4CCOCC4)ccc1c23,2
3,-16,3,182,-3,7,-10,4,COCCSc1ccccc1C(=O)Nc1nncs1,5
7,8,-2,77,-2,-1,5,39,Cc1cccc(OCC(=O)Nc2ccc3c(c2)nc(CCN2CCN(C)CC2)n3C)c1,2
10,1,-1,113,4,-3,7,5,CCCCNC(=O)c1nc2ncc(Br)cn2n1,1
2,-11,3,106,-1,8,7,11,CCn1cc(C(=O)NCc2ccc(C)o2)c2cc(OC)c(OC)cc2c1=O,15
6,-16,7,80,0,2,5,-5,COCCN(C(=O)c1cccc(OC)c1)c1nnc(-c2ccncc2)s1,-2
3,-9,0,107,5,1,6,7,CCC(C)NC(=O)c1ccccc1C(=O)NC(C)CC (stereo not given),10
-3,15,4,110,13,6,1,14,CCC(=O)Nc1nnc(CSCc2ccccc2)s1,-2
14,-29,3,87,-1,-3,6,38,COc1cccc(NC(=O)c2nnn(Cc3ccc(Br)cc3F)c2N)c1,0
8,6,1,89,5,4,2,6,COc1ccc(N2C(=O)CSC23CCCCC3)cc1,-5

Reformatted: results already given
CN(CCCNC(=O)CN1C(=O)CC(C)(C)S(=O)(=O)c2ccccc21)C1CCCCC1
  PKA inh: -3	C1s inh: 24	CatB mixtures: 5	Her2 expr inh: 109	Cathepsin G inh: 23	CatB inh: -1	ROCK2 inh: x	CatL inh: x	CatS block: 0
CCOC(=O)N1CCC2(CC1)CC(=O)c1c(ccc3oc(C(=O)O)c(C)c13)O2
  PKA inh: 8	C1s inh: -21	CatB mixtures: 1	Her2 expr inh: 137	Cathepsin G inh: -4	CatB inh: 0	ROCK2 inh: 4	CatL inh: -83	CatS block: -1

(further entries)
PKA inh,C1s inh,CatB mixtures,Her2 expr inh,Cathepsin G inh,CatB inh,ROCK2 inh,CatL inh,compound,CatS block
-2,-16,0,90,-2,0,-7,-3,O=C1c2cccnc2C(=O)N1C1CCCCC1,10
9,3,1,105,0,-1,7,-4,CCOc1cccc(NC(=O)CC#N)c1,3
9,0,0,119,-1,0,6,6,CS(=O)(=O)NCc1nnc(SCc2ccccc2C(F)(F)F)o1,12
2,-26,1,116,-10,2,x,-2,Cc1cc(=O)oc(C)c1C(=O)NCc1ccccn1,-2
-3,-237,-10,108,-24,-34,5,-91,COCCNC(=O)c1cc2c(=O)n3cccc(C)c3nc2n(Cc2ccncc2)c1=N,-21
6,3,-5,72,8,0,3,14,Cc1cc(NC2C3CC4CC(C3)CC2C4)n2nnnc2n1 (stereo not given),-5
9,4,4,71,10,1,5,14,COc1cc(OC)c(NC(=O)c2ccc(Br)o2)cc1Cl,-3
-4,-148,-3,70,-20,-3,9,-2,CCc1nc2oc3ccccc3c(=O)c2c(=O)n1Cc1ccc(OC)cc1,-20
7,10,2,104,11,1,1,8,CCn1c(Cc2ccccc2)nnc1SCC(=O)Nc1cc(C)on1,13
5,-2,4,61,-5,1,-2,-7,COc1ccccc1C1C(C#N)=C(N)Oc2cc(C)n(CCCn3ccnc3)c(=O)c21 (stereo not given),1
12,-21,5,60,-10,8,2,8,Cc1cc(C)n(-c2ncnc3sc4c(c23)CCCC4)n1,9
3,-16,7,99,0,0,2,9,COc1cc(C2c3c(-c4ccccc4)n[nH]c3C(=O)N2c2ccccc2)ccc1O (stereo not given),16
-12,-33,4,105,-2,-3,-4,2,Cc1cccc(-n2c(=O)[nH]c3c(C(N)=O)nc(CC(C)C)nc32)c1,13
-1,-31,0,88,0,7,-1,14,CNC(=O)NC(=O)CSc1cccc(C(F)(F)F)c1,3
8,2,-1,88,-1,0,4,12,Cc1cccc(-c2noc(CN(C(=O)c3c(-c4ccccc4Cl)noc3C)C(C)C)n2)c1,4
9,-19,-11,106,2,-1,6,6,COc1ccc(-c2nc3cc(NC(=O)Cc4ccc(OC)c(OC)c4)ccc3o2)cc1,4
7,-25,5,137,-1,-3,2,6,O=C(C1CCC1)N1CCc2cc(S(=O)(=O)NC3CCCC3)ccc21,1
-5,-16,33,111,-4,0,-10,-6,CCS(=O)(=O)N1CCCC(C(=O)NCc2cccnc2)C1 (stereo not given),14
-2,4,3,103,0,-6,0,-4,O=C(CSc1nnc(NCc2ccccc2)s1)c1ccco1,12
5,-63,-4,71,-14,5,3,11,CC1/C(=N/O)C(CN(C)C)C2CC1C2(C)C (stereo not given),-14
5,17,5,89,28,5,9,17,CCS(=O)(=O)CCSc1nc2ccccc2o1,7
-6,x,x,97,x,2,2,12,Cc1cc(C)n(C(=O)CNC(=O)c2ccc3c(c2)OCCO3)n1,x
-1,-6,-2,133,3,0,x,1,O=c1[nH]c(NCc2ccco2)nnc1Cc1ccccc1Cl,-7
7,x,x,109,x,7,-9,-7,COc1ccc(/C=N/n2cncn2)cc1COc1ccc(NC(C)=O)cc1,x
-4,-24,2,107,-19,1,1,1,OC(CCN1CCCCC1)(c1ccccc1)C1CCCCC1 (stereo not given),5
10,-17,0,74,1,3,5,18,CCC(=O)NCCNC(=O)c1c(SC)nsc1SC,11
14,15,2,82,7,5,4,14,O=C(NCc1ccccc1)c1noc2c1CCCC2,-2
-1,13,6,90,13,5,-4,10,O=C(NCCCN1CCOCC1)c1ccc(Br)s1,18
4,-1,4,113,-1,-4,4,x,CC1Oc2ccccc2N(CC(=O)Nc2ccc3c(c2)OCO3)C1=O (stereo not given),-3
3,x,x,90,x,1,-7,34,CC1CC(C(F)(F)F)n2ncnc2N1 (stereo not given),x
-4,5,1,90,9,2,-5,-5,O=C(c1ccc(F)cc1)N1CCN(Cc2ccccc2Br)CC1,13
1,-33,4,109,0,5,-2,19,CC(=O)Oc1cccc(N2C(=O)c3ccc(C(=O)O)cc3C2=O)c1,12
8,0,2,107,18,5,6,x,O=C(Nc1cccc(Cl)c1)NC1CCCCC1,-4
8,-3,-2,102,19,1,1,0,O=C(Cn1ncc2c1-c1ccccc1OC2)N1CCc2ccccc21,18
2,-3,-2,124,-4,-3,-3,-7,Cn1c(=O)oc2cc(S(=O)(=O)N3CCCC(C(=O)N4CCc5ccccc5C4)C3)ccc21 (stereo not given),-3
2,-10,2,154,-4,4,x,0,CCOC(=O)CSc1nc2c([nH]c3ccccc32)c(=O)n1C,7
2,-42,0,91,2,1,0,x,O=C1CC(c2cccs2)CC(O)=C1C=NCCN1CCNCC1 (stereo not given),-10
-1,-4,0,106,10,3,x,9,CCc1nc2ccccc2n1CC(=O)N(C(C)CC)C1CCS(=O)(=O)C1 (stereo not given),0
-4,3,0,69,7,6,-3,x,COc1ccc(-n2c3c(cc(C(=O)N4CCCCC4)c2=O)C(=O)CC(C)(C)C3)cc1,0
-1,-77,39,64,7,3,0,x,O=C(Nc1nc2ccc(S(=O)(=O)N3CCCCC3)cc2s1)c1ccncc1,33
-5,-5,2,81,-2,x,-11,2,CC12CN3CC(C)(CN(C1)C3c1ccc(Br)cc1)C2=O (stereo not given),1
-6,-6,-2,97,-1,0,-3,7,CCC(C)(C)n1nnnc1C(c1cccnc1)N1CCCc2ccccc21 (stereo not given),16
7,2,1,123,-3,2,5,7,CCOC(=O)C(NC(=O)CC(C)C)(Nc1cc(C)on1)C(F)(F)F (stereo not given),-2
7,27,0,x,-6,-1,4,0,COc1ccc(-c2c(C#N)c(N)nc3c2CCCC3)cc1OC,-2
-3,-9,-4,92,-1,-3,1,-5,CCCC1(CCC)NC(=O)N(CC(=O)Nc2ccccc2OC)C1=O,0
4,9,-2,85,8,3,6,14,CCOCCn1c(CN2CCOCC2)nc2c1c(=O)[nH]c(=O)n2C,1
1,-47,2,91,-10,3,x,-9,CCCCn1c(SCC(=O)Nc2cccc(OC)c2)nc2ccc(N3CCOCC3)cc2c1=O,-5
x,-4,-3,107,-1,-3,x,4,C=CCNC(=O)c1ccc2nccnc2c1,-2
6,-4,0,118,-4,2,3,-2,CC(=O)OCCn1c(=O)c2cc3c(=O)n(CCOC(C)=O)c(=O)c3cc2c1=O,-1
13,-14,12,84,0,1,4,12,COc1ccccc1NC(=O)CSc1nnc(COc2ccc(Cl)cc2)n1Cc1ccco1,17

Quoted from the listing.
CCC(=O)NCCNC(=O)c1c(SC)nsc1SC | Cathepsin G inh: 1
O=C(NCc1ccccc1)c1noc2c1CCCC2 | C1s inh: 15
CC12CN3CC(C)(CN(C1)C3c1ccc(Br)cc1)C2=O (stereo not given) | C1s inh: -5
O=C(Nc1nc2ccc(S(=O)(=O)N3CCCCC3)cc2s1)c1ccncc1 | ROCK2 inh: 0

(more compounds)
PKA inh,C1s inh,CatB mixtures,Her2 expr inh,Cathepsin G inh,CatB inh,ROCK2 inh,CatL inh,compound,CatS block
0,-47,6,62,-11,11,-4,x,O=C(/C=C\Nc1cccc(F)c1)c1ccc2c(c1)OCO2,38
8,13,4,76,5,-2,3,-2,CC(C)(O)C#Cc1ccc(C(=O)N2CCN(C(=O)c3ccco3)CC2)cc1,-2
3,5,3,105,1,-3,0,-2,C=CCn1c(SCc2c(F)cccc2Cl)nnc1-c1ccco1,-3
-9,1,3,139,6,2,x,-1,CCOCC(=O)Nc1cc(C(=O)OC)ccc1C(=O)OC,1
-4,0,3,102,-1,5,2,0,CCCCC(=O)O[C@]1(C(=O)CO)CC[C@H]2[C@@H]3CCC4=CC(=O)CC[C@]4(C)[C@H]3[C@@H](O)C[C@@]21C,9
3,21,0,74,12,4,2,22,Cn1c(=O)c2c(SCC(=O)N3CCC(Cc4ccccc4)CC3)nc(C3CC3)nc2n(C)c1=O,39
7,2,-2,103,2,3,-5,21,Cc1ccc(Nc2nc(N)nc(CN3CCN(Cc4ccc5c(c4)OCO5)CC3)n2)cc1Cl,10
6,2,5,100,1,-3,4,1,CCOC(=O)CCn1c(=O)c2c(nc(Br)n2Cc2ccccc2)n(C)c1=O,0
2,11,3,113,9,5,2,0,Cc1occc1C(=O)N1CCN(C(c2ccccc2)c2ccccc2)CC1,4
9,-5,4,68,1,3,9,14,COc1ccc(Nc2oc(COc3ccc(Cl)cc3)nc2C#N)cc1,3
-3,4,5,-6.8*,6,6,2,11,CCOC(=O)N1CCN(CCC(=O)c2ccc(Cl)cc2)CC1,-3
